CAL PDZ FP-1 = blocks peptide binding to the human CAL PDZ domain; purified CAL PDZ, TMR-peptide fluorescence polarization, 1 h; inhibition, % at 24.9 µM; AID 602252; 300,000 compounds, 0.92% hits; Q9HD26;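 active means mean inhibition of at least 30% with at least half of replicates also reaching 30%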;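 further: 0% = DMSO neutral control and 100% = excess unlabeled competitor peptide PRC23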
V-ATPase pH = regulators of yeast V-ATPase proton transport | 350,000 compounds, 0.37% hits | S. cerevisiae, pHLuorin cytosolic pH fluorescence | response, % at 10 µM | AID 504577; in the data active means response mostly above about 7.3%, no sharp cut-off; inactive means mostly below about 5.4%; further: actives read high; inactives centre near 0; some compounds called inactive have numbers as strong as hits
C-LANA FP = blocks KSHV LANA C-terminal domain binding to DNA; MBP-C-LANA/FAM-LBS DNA binding, fluorescence polarization; inhibition, % at 9 µM; 340,000 compounds, 0.078% hits; AID 504423;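 active means highest replicate inhibition at or above 60% at 9 µM, even if other replicates fall short; inactive means all replicates below 60% inhibition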;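 further: 0% = neutral control wells and 100% = 4 µM acridine orange control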
NSD2 HMT inh = inhibitors of human histone methyltransferase NSD2; AID 743445; O96028; 310,000 compounds, 0.54% hits; inhibition, % at 12.5 µM; NSD2 peptide methylation, AlphaScreen, 120 min; in the data active means inhibition above about 50%
Target sequence (O96028 whole entry, looked up): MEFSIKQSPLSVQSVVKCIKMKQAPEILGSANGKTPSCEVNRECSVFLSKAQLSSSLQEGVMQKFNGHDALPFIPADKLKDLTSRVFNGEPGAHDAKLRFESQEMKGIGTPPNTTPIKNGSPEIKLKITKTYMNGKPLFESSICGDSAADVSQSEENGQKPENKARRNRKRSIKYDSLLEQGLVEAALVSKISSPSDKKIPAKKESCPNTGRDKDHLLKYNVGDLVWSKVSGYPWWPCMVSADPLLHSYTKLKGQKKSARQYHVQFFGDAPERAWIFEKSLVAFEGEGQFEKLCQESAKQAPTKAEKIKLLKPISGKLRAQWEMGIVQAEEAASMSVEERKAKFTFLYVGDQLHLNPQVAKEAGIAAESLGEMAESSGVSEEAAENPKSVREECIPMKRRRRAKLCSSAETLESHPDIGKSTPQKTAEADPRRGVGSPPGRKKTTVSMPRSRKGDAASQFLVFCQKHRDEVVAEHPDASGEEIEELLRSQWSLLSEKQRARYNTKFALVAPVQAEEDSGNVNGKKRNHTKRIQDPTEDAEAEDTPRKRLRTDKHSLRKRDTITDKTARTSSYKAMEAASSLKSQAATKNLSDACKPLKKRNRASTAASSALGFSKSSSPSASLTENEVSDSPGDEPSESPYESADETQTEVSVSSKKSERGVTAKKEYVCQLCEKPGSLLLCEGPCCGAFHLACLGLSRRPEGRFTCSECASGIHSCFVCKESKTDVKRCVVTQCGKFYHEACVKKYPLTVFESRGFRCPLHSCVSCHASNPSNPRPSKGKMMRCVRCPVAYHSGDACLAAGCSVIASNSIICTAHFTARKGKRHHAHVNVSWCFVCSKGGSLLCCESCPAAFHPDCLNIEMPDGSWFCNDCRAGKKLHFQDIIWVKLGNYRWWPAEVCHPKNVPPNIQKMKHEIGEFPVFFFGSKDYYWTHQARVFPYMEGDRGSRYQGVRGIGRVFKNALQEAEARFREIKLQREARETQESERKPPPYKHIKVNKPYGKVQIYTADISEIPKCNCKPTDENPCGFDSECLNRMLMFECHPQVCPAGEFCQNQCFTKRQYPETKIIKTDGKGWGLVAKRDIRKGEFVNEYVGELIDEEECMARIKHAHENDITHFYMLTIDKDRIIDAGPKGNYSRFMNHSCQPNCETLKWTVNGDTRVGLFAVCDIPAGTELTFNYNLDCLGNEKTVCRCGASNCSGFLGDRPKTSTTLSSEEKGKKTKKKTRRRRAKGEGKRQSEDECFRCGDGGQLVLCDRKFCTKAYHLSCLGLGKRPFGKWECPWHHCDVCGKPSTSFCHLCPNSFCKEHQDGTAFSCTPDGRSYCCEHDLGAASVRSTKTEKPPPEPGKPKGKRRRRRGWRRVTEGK
Keap1 Nrf2 FP = disrupts human Keap1 binding to Nrf2 peptide; AID 504523; Keap1 Kelch-Nrf2 peptide fluorescence polarization, 1536-well; 340,000 compounds, 0.15% hits; Q14145; inhibition, % at 9.4 µM; in the data active means inhibition above about 12%;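 further: human Keap1 Kelch domain with fluorescein labeled Nrf2 9mer peptide probe; 0% = neutral control wells and 100% = peptide positive control; higher means more block of Keap1 binding to Nrf2 peptide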
DAGLB inhibitor = diacylglycerol lipase beta (human) inhibition; inhibition, % at 5.17 µM; AID 504411; 340,000 compounds, 0.059% hits; Q8NCG7; HEK293T DAGLB membrane lysate, EnzChek fluorogenic substrate; in the data active means inhibition above about 34%;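 further: 0% = enzyme with vehicle and 100% = wells lacking enzyme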
CAL PDZ FP-2 = human CAL PDZ-peptide interaction inhibition; inhibition, % at 20 µM; Q9HD26; purified CAL PDZ, TMR-peptide fluorescence polarization, 1 h; 330,000 compounds, 0.02% hits; AID 504414;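 active means highest replicate inhibition of at least 40%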;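 further: plate controls were DMSO neutral control wells for no effect and unlabeled competitor peptide control wells for full effect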
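Control set: unlabelled peptide and DMSO controls / Material: purified CerCALP PDZ construct / Timing: 1 h incubation at room temperature before polarization reading / Doses: 20 µM, one dose / Detection: fluorescence polarization (mP)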
Arrestin-AP2 inh = inhibitors of human beta-arrestin and AP2 interaction; FITC-arrestin peptide / GST-AP2 beads, flow cytometry; AP2 beta2 appendage carries R879A mutation; inhibition, % at 10 µM; 340,000 compounds, 0.31% hits; AID 504490;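 active means inhibition above a set limit, near 3 SD of compounds lacking own fluorescence, cut at about 54% in these data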;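 further: plate controls were DMSO wells for no effect and 5 µM unlabelled arrestin peptide for full effect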
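test system = AP2 appendage R879A on GSH beads | buffer or medium = PBS plus Tween 20 (0.05%) and BSA (0.1%) | incubation = 12 min plus 1 h, RT | detection = bead flow cytometry, FITC channel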
DSG3 Ab inh = human desmoglein-3 autoantibody binding inhibition. binding (percent of control), % at 10 µM. 310,000 compounds, 0.48% hits. P32926. DSG3-coupled beads, scFv-anti-DSG3-GFP binding, flow cytometry; hits give low values;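 active means binding more than 3 SD below its plate's average and above zero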;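 further: hits lower antibody fragment binding to DSG3; some compounds called inactive have numbers as strong as hits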
RTF Ca sens inh = cardiac RTF calcium desensitization. P19429+P45379. IANBD-labeled cardiac RTF, Ca2+ fluorescence. inhibition, % at 7.15 µM. 340,000 compounds, 0.12% hits;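 active means inhibition above the mean inhibition of all tested compounds plus 3 SD, cut at about 17% in these data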;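 further: assay run at fixed EC70 calcium of 1.6 mM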
The depositor's hits bear a star; x = not tested or not shown. Some of the compounds tested; the hit share may differ from the screen's.

SMILES	CAL PDZ FP-1	V-ATPase pH	C-LANA FP	NSD2 HMT inh	Keap1 Nrf2 FP	DAGLB inhibitor	CAL PDZ FP-2	Arrestin-AP2 inh	DSG3 Ab inh	RTF Ca sens inh
CCCn1c(SCC(=O)Nc2nnc(CC)s2)nnc1-c1ccncc1	-1	0	0.5	2	0	-1	-0.1	6	104	-2
O=C(NCc1ccccn1)C1CCN(S(=O)(=O)c2ccccc2C(F)(F)F)CC1	-1	4	-0.1	7	-2	3	-2.5	5	107	-11
COC(=O)c1cc(S(=O)(=O)Nc2ccc(C)cn2)c[nH]1	-3	0	2.4	-7	0	0	-1.0	-10	104	1
CC#CC(=O)N1CCC(n2nccc2NC(=O)CCc2ccccc2)CC1	x	1	x	0	x	2	x	x	106	x
CCOCCn1c(N2CCN(c3ccccc3)CC2)nc2c1c(=O)n(C)c(=O)n2C	0	-6	-2.5	6	-5	1	-1.1	6	100	5
c1ccc(CCC2CCCCN2Cc2cn[nH]c2-c2cc3ccccc3o2)nc1 (configuration not stated)	101*	0	-1.2	3	-4	-2	-0.7	13	108	1
CCSc1ccccc1C(=O)NCc1ccc2c(c1)OCO2	x	1	-0.6	0	3	-1	-0.6	7	103	-1
O=c1oc2cc(Oc3ccc(C(F)(F)F)cc3[N+](=O)[O-])ccc2c2c1CCC2	0	1	-1.7	-1	-6	-3	-2.7	10	88	-34
Cc1ccccc1NC(=O)C1C2CCCCC21 (configuration not stated)	3	3	1.4	9	-3	-2	-1.2	-5	101	-1
Cc1cc(C)nc(N2CCCC(C(=O)NC3CCCC3)C2)n1 (configuration not stated)	-1	2	0.1	-2	1	-2	-0.5	30	106	-3
NC(=O)/C(=C\c1ccccc1)NC(=O)c1ccc(NC(=O)c2ccccc2)cc1	0	-1	-1.1	0	0	2	0.0	16	x	-2
CC(C)c1nnc(NC(=O)COc2ccc3ccccc3c2)s1	-4	4	-0.9	-4	-2	-1	-1.8	-5	114	-8
Cc1cccc(NC(=O)CSc2nnc3ccc(-c4ccccn4)nn23)c1	x	-5	-0.9	-3	-1	2	-0.7	2	98	3
Cc1ccc(S(=O)(=O)N(C)CC(=O)OCc2nnc(-c3ccccc3)o2)cc1	1	-3	0.2	1	5	-6	-1.5	1	x	-7
Cc1cccc(C)c1NC(=O)CNC(=O)c1cn(-c2ccccc2)nc1-c1ccccc1	-2	5	0.0	-2	7	-6	-2.7	38	105	-6
CCCCn1c(N)c(N(CC)C(=O)c2ccc(Cl)c(Cl)c2)c(=O)[nH]c1=O	-15	6	-1.3	1	3	3	-2.0	-2	118	-26
CCOc1ccccc1NC(=O)COn1nnc2ccc(Cl)cc21	-2	0	-0.1	-2	-4	-3	-4.5	-1	76	-5
CC(=O)Nc1ccc(S(=O)(=O)N2CCN(S(=O)(=O)N3CCC(C)CC3)CC2)cc1	2	1	-1.4	5	-3	-1	-1.1	-5	93	-1
COc1ccc(C(C2C(=O)CC(C)(C)CC2=O)C2C(=O)CC(C)(C)CC2=O)cc1	1	2	-0.4	3	7	2	-2.6	11	104	-6
CC(C)CCn1c(=S)[nH]c2ncccc2c1=O	5	-2	1.3	1	-3	1	0.3	-6	94	-8
CC(=O)N/C(=C/c1ccc(OC(F)F)cc1)C(=O)O	-1	-1	-1.7	-7	-3	-3	1.2	12	90	-4
CCOc1ccc(-c2nnn(CC(=O)N3CCN(c4ccc(OC)cc4)CC3)n2)cc1OCC	0	-2	-0.7	0	4	-1	0.4	-3	97	-1
CCn1c(Sc2ccc(N)cc2Cl)nc2ccccc21	-1	1	-0.4	0	0	4	-1.5	-2	79	0
Cc1ccc(OCCn2c(=O)sc3ccccc32)cc1	-5	-3	-0.1	-5	0	-13	-1.0	2	x	-1
COc1cc(/C=C2/C(=N)N3C(=NC2=O)SN=C3S(C)(=O)=O)ccc1OS(=O)(=O)c1ccc(C)cc1	-5	2	0.3	17	-3	5	-3.3	-9	123	-11
O=NC1=C(c2c(O)[nH]c3ccccc23)CCCC1	5	0	-0.9	31	7	0	0.3	-4	103	3
N#Cc1ccccc1OCC(=O)Nc1ccc(N2CCOCC2)cc1N1CCOCC1	-1	3	-1.3	1	2	2	-2.9	38	106	-1
CCCCN(C(=O)c1cc2c(s1)CCC2)c1c(N)n(CC(C)C)c(=O)[nH]c1=O	-16	9	-1.8	6	-1	3	-0.5	13	110	-4
CC(=O)Nc1cc(C(=O)N2CCN(C)CC2)ccc1Sc1ccc(C)cc1	x	1	-0.9	2	-4	-2	0.7	2	104	-7
COc1cc(NC(=S)NC(C)=O)ccc1NC(=O)C(C)C	x	-3	2.4	-2	-2	0	-3.0	9	102	0

In the list so far, these have two or more sulfur atoms:
SMILES	CAL PDZ FP-1	V-ATPase pH	C-LANA FP	NSD2 HMT inh	Keap1 Nrf2 FP	DAGLB inhibitor	CAL PDZ FP-2	Arrestin-AP2 inh	DSG3 Ab inh	RTF Ca sens inh
CCCn1c(SCC(=O)Nc2nnc(CC)s2)nnc1-c1ccncc1	-1	0	0.5	2	0	-1	-0.1	6	104	-2
CC(=O)Nc1ccc(S(=O)(=O)N2CCN(S(=O)(=O)N3CCC(C)CC3)CC2)cc1	2	1	-1.4	5	-3	-1	-1.1	-5	93	-1
COc1cc(/C=C2/C(=N)N3C(=NC2=O)SN=C3S(C)(=O)=O)ccc1OS(=O)(=O)c1ccc(C)cc1	-5	2	0.3	17	-3	5	-3.3	-9	123	-11

Other records.
SMILES	CAL PDZ FP-1	V-ATPase pH	C-LANA FP	NSD2 HMT inh	Keap1 Nrf2 FP	DAGLB inhibitor	CAL PDZ FP-2	Arrestin-AP2 inh	DSG3 Ab inh	RTF Ca sens inh
c1ccc(CO/N=C(\c2ccc(C3CC3)nc2)C2CC2)cc1	-4	-4	0.6	-7	0	-9	-0.5	45	105	5
Cc1c(N=O)c(-c2ccccc2)n(O)[n+]1[O-]	x	-2	x	-2	x	-2	x	x	100	x
CN(C)S(=O)(=O)c1cccc(C(=O)N2CCN(Cc3ccccc3)CC2)c1	0	-3	-0.2	x	-4	4	-2.3	14	x	-13
Cc1nc2scc(C)n2c(=O)c1S(=O)(=O)NCc1ccccc1Cl	-1	-3	-0.2	16	1	-2	-2.5	-11	x	1
Nc1ccc(Nc2ccccc2)c(S(=O)(=O)O)c1	7	-2	39	94*	2	4	1.2	49	95	-6
CC(Sc1nnc(-c2ccc(C(C)(C)C)cc2)n1C)C(N)=O (configuration not stated)	-2	5	1.6	1	-9	1	-0.4	-5	107	-24
CCOc1cc(C(=S)N2CCCC2)ccc1OCC(=O)Nc1c(C)cc(C)cc1C	-4	-1	0.6	-1	1	0	-0.4	-23	111	11
Cc1ccc2[nH]c(C)c(CCNC(=O)C3CCCCC3C(=O)OCC(F)(F)F)c2c1 (configuration not stated)	0	2	0.2	1	-2	-3	0.1	8	113	-2
CCn1c(=O)c(C(=O)NCc2ccccc2Cl)c(O)c2ccccc21	-2	-3	-1.1	1	-5	-2	-19	-1	110	-8
CC(=O)Nc1ccc(NC(=O)C2CCCN2C(=O)Nc2ccc(F)c([N+](=O)[O-])c2)cc1 (configuration not stated)	-4	2	0.6	10	-1	0	0.9	-9	103	4
CCN(CC)S(=O)(=O)c1ccc2[nH]c(=O)cc(C(=O)NCC(c3ccco3)N3CCCC3)c2c1 (configuration not stated)	x	4	-0.9	1	-4	0	0.1	-7	102	-18
COc1ccc(CN2C(=O)c3cccnc3C2O)cc1 (configuration not stated)	2	4	0.2	x	-6	7	1.4	1	95	-2
Cc1ccc(OCC(=O)N/N=C\c2c(C)n(C)c3ccccc23)c([N+](=O)[O-])c1	-2	-2	1.0	-1	1	1	0.0	21	x	2
CC1CN(C(=O)NCc2ccccc2)c2cc(Cl)ccc2O1 (configuration not stated)	-6	2	3.6	9	1	-4	-1.4	-2	104	-1
O=C(O)CN1C(=O)/C(=C\c2cc([N+](=O)[O-])ccc2OCc2ccccc2Cl)SC1=S	6	0	21	x	-1	18	-1.4	4	x	-12
O=C1CCC(=O)N1CC(=O)N(c1ccccc1)c1ccccc1	0	0	-0.4	-4	0	-1	-2.2	-5	99	-6
Cc1nnc(SCC(=O)Nc2nc3ccccc3s2)n(N)c1=O	-1	0	1.3	4	0	0	0.7	-5	101	-2
COCCNC(=O)c1ccccc1-c1ccccc1C(=O)O	1	-5	0.4	-1	2	-1	0.1	29	x	-2
CCN(Cc1ccncc1)C(=O)c1ccccc1NS(=O)(=O)c1ccc(F)cc1	-2	4	0.5	x	-5	0	-2.6	19	97	8
CCCCC(=O)/C=C/n1c(=S)oc2ccccc21	-2	0	1.0	3	-5	-9	-2.3	4	98	-6
COc1cccc(NC(=O)C2CCC2)c1	-35	3	-2.0	x	-8	-1	-0.3	0	101	-13
CC(=O)Nc1cccc(-c2nnc3n2CC(C)S3)c1 (configuration not stated)	-6	3	0.5	-13	-3	-2	-1.0	-32	127	-4
COc1ccccc1N(CC(=O)Nc1ccc(F)c(F)c1)S(C)(=O)=O	-1	5	-0.7	8	-3	0	-1.7	9	97	-11
COCCN(CCOC)S(=O)(=O)c1ccc(Cl)nc1	0	1	-0.1	21	-2	-2	-2.5	30	98	0
O=C(CN1CCN(S(=O)(=O)c2ccc(F)cc2)CC1)NC1CCCC1	x	-1	-1.5	1	0	-1	-0.1	0	x	-3
Cc1cc(S(=O)(=O)NCC(=O)O)ccc1F	1	3	1.3	-2	-3	-3	-2.1	14	105	-10
O=C(NCCN1CCOCC1)c1cccc(S(=O)(=O)Nc2ccc(Br)cc2)c1	x	-1	-1.8	0	-2	0	-0.1	5	99	-3
CN1CCN(C(=O)CCC(=O)c2ccc(F)cc2)CC1	4	3	0.9	x	2	-2	x	9	118	-9
CCC(CC)C(=O)Nc1cccc(C(=O)NCc2ccco2)c1	-1	-1	2.2	-2	-4	-2	-2.0	9	99	0

4 compounds out of the list, arranged by molecular weight, lowest first.
SMILES	CAL PDZ FP-1	V-ATPase pH	C-LANA FP	NSD2 HMT inh	Keap1 Nrf2 FP	DAGLB inhibitor	CAL PDZ FP-2	Arrestin-AP2 inh	DSG3 Ab inh	RTF Ca sens inh
CN1CCN(C(=O)CCC(=O)c2ccc(F)cc2)CC1	4	3	0.9	x	2	-2	x	9	118	-9
CCC(CC)C(=O)Nc1cccc(C(=O)NCc2ccco2)c1	-1	-1	2.2	-2	-4	-2	-2.0	9	99	0
O=C(CN1CCN(S(=O)(=O)c2ccc(F)cc2)CC1)NC1CCCC1	x	-1	-1.5	1	0	-1	-0.1	0	x	-3
COc1ccccc1N(CC(=O)Nc1ccc(F)c(F)c1)S(C)(=O)=O	-1	5	-0.7	8	-3	0	-1.7	9	97	-11

High-throughput results: PubChem, several laboratories
